Screening data from PubChem.
mcGAS RapidFire: inhibitors of Mus musculus cyclic GMP-AMP synthase, initial high-throughput assay, cell-free, RapidFire MS; 130,000 tested, 0.18% active; inhibition, % at 12.5 µM; Q8C6L5; recombinant mouse cGAS, cGAMP by RapidFire MS;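 active means inhibition of cGAS enzyme activity at or above 60%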;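 further: enzyme stimulated by 45 bp dsDNA with ATP and GTP substrates; cGAMP share of summed cGAMP plus half ATP and half GTP signals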
Target sequence (Q8C6L5 whole entry, looked up): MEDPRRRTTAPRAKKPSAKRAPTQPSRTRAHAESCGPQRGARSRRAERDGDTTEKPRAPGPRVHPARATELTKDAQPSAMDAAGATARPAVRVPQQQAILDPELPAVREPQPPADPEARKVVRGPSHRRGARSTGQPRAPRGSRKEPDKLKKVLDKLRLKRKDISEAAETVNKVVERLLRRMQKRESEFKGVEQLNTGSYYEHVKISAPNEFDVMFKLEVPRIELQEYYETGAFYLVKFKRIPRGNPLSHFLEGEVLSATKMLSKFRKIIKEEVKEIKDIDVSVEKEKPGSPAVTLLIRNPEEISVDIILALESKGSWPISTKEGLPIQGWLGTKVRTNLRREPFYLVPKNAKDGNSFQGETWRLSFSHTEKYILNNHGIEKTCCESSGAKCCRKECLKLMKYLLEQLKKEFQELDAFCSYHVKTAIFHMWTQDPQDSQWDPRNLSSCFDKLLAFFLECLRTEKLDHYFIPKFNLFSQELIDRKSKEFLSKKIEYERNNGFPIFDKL
Active calls of the source: *; & = joins results of further samples. Some of the compounds tested; rates above refer to the full screens.

Screening O=C1c2ccccc2-c2nc3cc4nc5ccccc5nc4cc3nc21 returned mcGAS RapidFire 4.
Cc1ccc(NC(=O)C(C(C)C)N2CCN(C)CC2)cc1C (centres undefined) was read as mcGAS RapidFire 1.
Nc1cc(-c2ccc(-n3ccnc3)nn2)c2cc[nH]c2n1 was read as mcGAS RapidFire 7.
Screening Cc1noc(C)c1CNC(=O)NC(C)(C)c1ccc(F)cc1 returned mcGAS RapidFire -6.
`Fc1ccc(C2CCCN2Cc2nc(COc3ccccc3)no2)cc1` (centres undefined) gave mcGAS RapidFire -5.
For COCCNC(=O)CSc1nnc(-c2ccc(=O)n(C)c2)n1C the results were mcGAS RapidFire -6.
For Cc1ccccc1-c1ccccc1C(=O)NCCC1CN(C)CCO1 (centres undefined) the results were mcGAS RapidFire -12.
For CC(C)c1nc(C2CCCN2CC(=O)Nc2ccc(Cl)cn2)no1 (centres undefined) the results were mcGAS RapidFire 7.
For O=C(NCC(=O)N1CCc2ccc(Cl)cc21)c1ccsc1 the results were mcGAS RapidFire 1.
Screening COc1ccccc1/C=C/C=C1\N=C(c2ccc(C)c(C)c2)OC1=O returned mcGAS RapidFire -11.
O=C1c2ccccc2NC2(CCCCC2)N1N=C1CCCCC1 was read as mcGAS RapidFire -6.
`CC(C)N1CC(C(=O)N2CC(C)(C)C2(C)C)CC1=O` (centres undefined) gave mcGAS RapidFire -5.
CC(C)=C1C2C=CC1C1C(=O)N(c3cc([N+](=O)[O-])ccc3Cl)C(=O)C21 (centres undefined) was read as mcGAS RapidFire -2.
For CC1CCC(NC(=O)C(C)N(C)CCC2CCCCN2C)CC1 (centres undefined) the results were mcGAS RapidFire -50.
Cc1cc(O)c(CN2CCN(CC(=O)N3CCCCC3)CC2)cc1C was read as mcGAS RapidFire -6.
Cc1cc(C)n(CC(=O)N2CCCC(CCC(=O)N3CCN(c4ccccn4)CC3)C2)n1 (centres undefined) was read as mcGAS RapidFire -6.
O=C1CCCN1CC1CCCN(Cc2ccc(-c3ccccn3)cc2)C1 (centres undefined) was read as mcGAS RapidFire -43.
Screening O=C1C2C3CC(C4Sc5[nH]c(=O)sc5C=C34)C2C(=O)N1c1ccc(F)cc1 (centres undefined) returned mcGAS RapidFire 47.
`O=C(Nc1nc(-c2cccs2)cs1)C1CC(=O)N(C2CCCC2)C1` (centres undefined) gave mcGAS RapidFire -9.
Screening CCCOc1ccc(N2C(=O)CC(NC3CCCCC3)C2=O)cc1 (centres undefined) returned mcGAS RapidFire -3.
CCOc1cccc(C(=O)c2ccc(O)c(O)c2O)c1 was read as mcGAS RapidFire -4.
`C=CCN(C#N)c1nc(N(C)C)nc(N(C)C)n1` gave mcGAS RapidFire -13.
O=c1c2cnc3nc(-c4ccncc4)nn3c2ccn1Cc1ccccc1 was read as mcGAS RapidFire -2.
Screening Cc1sc2nc(CN3CCCC3)nc(Sc3nnnn3Cc3cccs3)c2c1C returned mcGAS RapidFire -6.
Screening Cc1ccc(-c2ccccc2CN2CCCC(CNC(=O)c3cccs3)C2)o1 (centres undefined) returned mcGAS RapidFire -3.
Screening COCC(=O)N[C@H]1C[C@@H](C(=O)NCc2ccccc2F)N(C)C1 returned mcGAS RapidFire -10.
O=C(COC(=O)c1ccc(Br)o1)COC(=O)c1ccc(Br)o1 was read as mcGAS RapidFire -11.
For Cc1nc2c(C)cccn2c(=O)c1NC(=O)c1ccc(Br)cc1 the results were mcGAS RapidFire 8.
For O=C(NC1CC1)C1CCCN(C2CCN(C(=O)Cn3cccn3)CC2)C1 (centres undefined) the results were mcGAS RapidFire -10.
Screening NC(=O)Cn1c(SCC(=O)Nc2ccc([N+](=O)[O-])cc2)nnc1-c1cccs1 returned mcGAS RapidFire 8.
For O=S(=O)(c1ccc(NCc2cccnc2)cc1)C(F)(F)F the results were mcGAS RapidFire 12.
`Cc1csc2nc3sc4c(c3c(=O)n12)CCCC4` gave mcGAS RapidFire -5.
For C=C(Br)CN(C)CCN1CCOCC1 the results were mcGAS RapidFire -1.
For COC(C(=O)N/N=C\c1cc(Br)c(C)o1)c1ccccc1 (centres undefined) the results were mcGAS RapidFire -3.
For CC1Cc2c(Br)cccc2C(=O)N1 (centres undefined) the results were mcGAS RapidFire 0.
For CC1CN(C(=O)CN2CCC(=O)N(Cc3ccccc3)c3ccccc32)CCO1 (centres undefined) the results were mcGAS RapidFire -4.
`Clc1cccc(CN2CCCC(Nc3ccccc3)C2)c1` (centres undefined) gave mcGAS RapidFire -10&-5.
For Cc1nc(NCCNC(=O)Nc2ccc(F)cc2F)cc(N2CCCC2)n1 the results were mcGAS RapidFire -3.
For CCCCOc1ccc(C(=O)Nc2c(C)nc3c(C)cccn3c2=O)cc1 the results were mcGAS RapidFire -11.
`FC(F)(F)Oc1ccccc1CNC1CCN(C2CC2)C1` (centres undefined) gave mcGAS RapidFire -1.
For Cc1cc(C)c(S(=O)(=O)N2CCC(C(=O)Nc3nccs3)CC2)c(C)c1 the results were mcGAS RapidFire -7.
Screening OCCCCN(c1ncc(Br)cn1)C1CC1 returned mcGAS RapidFire -7.
`COc1ccc(C(=O)CSc2ncnc3c2oc2ccccc23)cc1` gave mcGAS RapidFire 4.
CCOCCn1c2c(=O)n(C)c(=O)n(C)c2n2c(-c3ccc(OCc4ccccc4)cc3)nnc12 was read as mcGAS RapidFire -6.
For Cc1nnc(SCC2=C(C(=O)O)N3C(=O)[C@@H](NC(=O)Cn4cnnn4)[C@H]3SC2)s1 the results were mcGAS RapidFire -5&-3.
COc1ccc(C(=O)CCC(=O)N2CCCC(Nc3ccccc3)C2)cc1 (centres undefined) was read as mcGAS RapidFire -1.
`Cc1cc(-c2nnco2)ccc1NS(=O)(=O)c1cccc(F)c1C` gave mcGAS RapidFire -5.
COC(=O)CN(Cc1ccccc1C)S(=O)(=O)c1ccc(C(N)=O)cc1 was read as mcGAS RapidFire 0.
Screening CCOc1ccc(Br)cc1S(=O)(=O)N1Cc2ccccc2CC1C(=O)NC (centres undefined) returned mcGAS RapidFire -1.
Screening CC(C)C1CN(C(=O)c2cc(C3CC3)[nH]n2)CCCN1Cc1ccc(F)cc1 (centres undefined) returned mcGAS RapidFire -7.
Cc1nnc(CNC(=O)C(NC(=O)CC(C)C)c2ccccc2)n1C (centres undefined) was read as mcGAS RapidFire -5.
CC(C)c1ccc(Cc2nnc(N3CCOCC3)[nH]c2=O)cc1 was read as mcGAS RapidFire -10.
For O=C(CCn1cncn1)N(CC#Cc1ccccc1)C1CCCC1 the results were mcGAS RapidFire -10.
`CCN(CC)CCN(C)C1C2CC3CC(C2)CC1C3` (centres undefined) gave mcGAS RapidFire -5.
Screening COCCN(CCc1csc2nc(-c3ccc4ccccc4c3)cn12)C(=O)Nc1ccccc1C returned mcGAS RapidFire -7.
For OCCNc1nc(Nc2ccccc2)c2nccnc2n1 the results were mcGAS RapidFire 8.
`O=C(NCC1CCCN(C(=O)CCCN2CCCC2=O)C1)c1ccc(F)cc1` (centres undefined) gave mcGAS RapidFire -1&4.
Cc1nc(CC(=O)OC(C)C(=O)Nc2ccc(C(F)(F)F)cc2)cs1 (centres undefined) was read as mcGAS RapidFire -28.
Screening CN=c1scc(-c2ccccc2Cl)n1/N=C\c1cccc(OC)c1O returned mcGAS RapidFire -2.
Screening C=C1CC[C@H](O)C/C1=C/C=C1\CCC[C@]2(C)[C@@H]([C@H](C)/C=C/[C@H](C)C(C)C)CC[C@@H]12 returned mcGAS RapidFire 13.
`N#Cc1c(N)sc2c1CCN(c1nc(CN3CCOCC3)nc3scc(-c4cccs4)c13)C2` gave mcGAS RapidFire 28.
For COc1cccc(CN2CCC2(C)C(=O)Nc2ccc(C)cc2)c1OC (centres undefined) the results were mcGAS RapidFire -10.
`O=C(CCc1nc2ccccc2s1)OC1CCCCC1=O` (centres undefined) gave mcGAS RapidFire -4.
COCC1CCN(c2ccc(C(=O)N3CCC(CCn4cccn4)CC3)cn2)C1 (centres undefined) was read as mcGAS RapidFire -7.
Screening O=S(=O)(Oc1ccc(F)c(Cl)c1)c1ccccc1 returned mcGAS RapidFire -21.
CCc1n[nH]c(=S)n1NCc1ccc(-c2ccc(OC)c(Cl)c2)o1 was read as mcGAS RapidFire -3.
For CN1CCN(c2nc(N3CCc4ccccc43)ncc2F)CC1 the results were mcGAS RapidFire 4.
`Cc1ccc(COC(=O)CN(c2ccccc2C)S(C)(=O)=O)cc1` gave mcGAS RapidFire -7.
`COc1cc(NCc2cccnc2-n2ccnc2)ncn1` gave mcGAS RapidFire -44.
For NCc1ccc(OCCOc2ccc(Cl)cc2)cc1 the results were mcGAS RapidFire -4.
`CN(CC(=O)OC1CCCc2ccccc21)S(C)(=O)=O` (centres undefined) gave mcGAS RapidFire -2.
For CCc1nnc(NC(=O)CCc2c(C)nc3nc(SC)nn3c2C)s1 the results were mcGAS RapidFire -1.
For O=c1c2ccc(-c3n[nH]c(=S)n3Cc3ccccc3)cc2nc2n1CCCCC2 the results were mcGAS RapidFire 4.
`CN1CCC(Cc2noc(CCN3CCCCO3)n2)CC1` gave mcGAS RapidFire -18.
For Cc1cc(C)c2c(n1)sc1c(N3CCN(c4ccccc4)CC3)ncnc12 the results were mcGAS RapidFire -4.
Cc1nc2c(oc3ccc(Br)cc32)c(=O)o1 was read as mcGAS RapidFire 15.
For O=S(=O)(Nc1cccc(F)c1)c1cccc2nsnc12 the results were mcGAS RapidFire -12.
CCCNc1cc(=O)n(-c2ccccc2C)nc1C(=O)OCC was read as mcGAS RapidFire -9.
CC1CCc2c(F)cccc2C1NC(=O)NCc1ccon1 (centres undefined) was read as mcGAS RapidFire -8&-6.
CCn1cc(CN2CCC(CNC(=O)NC3CCCC3)C2)c(C)n1 (centres undefined) was read as mcGAS RapidFire -10.
COCC1(C(=O)N(Cc2cccc(Cl)c2)CC(C)C)CC1 was read as mcGAS RapidFire -10.
For Cc1nc(Cc2noc(CC3CC4CCC3C4)n2)no1 (centres undefined) the results were mcGAS RapidFire -1.
`O=C(Nc1ccn[nH]1)c1cccc(S(=O)(=O)N2CCCc3ccccc32)c1` gave mcGAS RapidFire -21.
`Cc1ccccc1SC1CCN(Cc2nc(-c3ccccc3)no2)CC1` gave mcGAS RapidFire 1.
CCCCN1COc2c(c3c(C(=O)OCC)c(C)oc3c3ccccc23)C1 was read as mcGAS RapidFire 6.
For COc1ccc(OC)c2c1CN(c1cc(C)nc3ccccc13)CC2O (centres undefined) the results were mcGAS RapidFire 1.
`CS(=O)(=O)N1CCC(C(=O)N(Cc2cccnc2)c2nc3c(F)cccc3s2)CC1` gave mcGAS RapidFire 5.
`O=C(c1ccc(-n2cnnc2)cc1)N1CCCC(OCc2ccccn2)C1` (centres undefined) gave mcGAS RapidFire -14.
Screening CC(C)(C)c1ccc2c(c1)CC(CNC(=O)c1ccccc1Br)O2 (centres undefined) returned mcGAS RapidFire -3.
Cc1cc(C)nc(NN=C2CC(=[N+]3CCCCC3)CC(C)(C)C2)n1 was read as mcGAS RapidFire -34.
For CCOC(=O)C1(C)CCCCN1C(=O)c1cccnc1 (centres undefined) the results were mcGAS RapidFire -7.
For OCCCn1cnc(-c2ccccc2)c1-c1ccc(O)c(Cl)c1 the results were mcGAS RapidFire -19.
For O=C1CC(C(=O)N2CCCC2c2ccc3c(c2)OCO3)CN1Cc1ccc(Cl)cc1 (centres undefined) the results were mcGAS RapidFire -4.
Screening COc1ccc(Cc2[nH]n3c(=O)cc(C(C)C)nc3c2-c2ccccc2)cc1 returned mcGAS RapidFire 3.
Cc1ccc(-c2cncc(C(=O)N3CCCCC3)n2)c(-n2cccn2)c1 was read as mcGAS RapidFire -25.
`CC(C)Cc1ccc(CC(=O)NC(C)CC(=O)c2ccco2)cc1` (centres undefined) gave mcGAS RapidFire -28.
For Cc1noc(Cl)c1CC(=O)NCc1ccc(Br)cc1 the results were mcGAS RapidFire -19.
`O=C(O)Cc1ccc(Oc2nc(Cc3ccc(F)cc3)ns2)cc1` gave mcGAS RapidFire -5.
COc1ccc(Br)cc1NS(=O)(=O)c1cc(C(=O)O)ccc1Cl was read as mcGAS RapidFire 30.
For CNC(=S)NNC(=O)Cn1ccc(C)n1 the results were mcGAS RapidFire -34.

Taken from the results shown (two entries):
COCC1(C(=O)N(Cc2cccc(Cl)c2)CC(C)C)CC1 was read as mcGAS RapidFire -10.
For Cc1nc(Cc2noc(CC3CC4CCC3C4)n2)no1 (centres undefined) the results were mcGAS RapidFire -1.

Structures shown so far containing fluorine (17):
Screening Cc1noc(C)c1CNC(=O)NC(C)(C)c1ccc(F)cc1 returned mcGAS RapidFire -6.
`Fc1ccc(C2CCCN2Cc2nc(COc3ccccc3)no2)cc1` (centres undefined) gave mcGAS RapidFire -5.
Screening O=C1C2C3CC(C4Sc5[nH]c(=O)sc5C=C34)C2C(=O)N1c1ccc(F)cc1 (centres undefined) returned mcGAS RapidFire 47.
Screening COCC(=O)N[C@H]1C[C@@H](C(=O)NCc2ccccc2F)N(C)C1 returned mcGAS RapidFire -10.
For O=S(=O)(c1ccc(NCc2cccnc2)cc1)C(F)(F)F the results were mcGAS RapidFire 12.
For Cc1nc(NCCNC(=O)Nc2ccc(F)cc2F)cc(N2CCCC2)n1 the results were mcGAS RapidFire -3.
`FC(F)(F)Oc1ccccc1CNC1CCN(C2CC2)C1` (centres undefined) gave mcGAS RapidFire -1.
`Cc1cc(-c2nnco2)ccc1NS(=O)(=O)c1cccc(F)c1C` gave mcGAS RapidFire -5.
Screening CC(C)C1CN(C(=O)c2cc(C3CC3)[nH]n2)CCCN1Cc1ccc(F)cc1 (centres undefined) returned mcGAS RapidFire -7.
`O=C(NCC1CCCN(C(=O)CCCN2CCCC2=O)C1)c1ccc(F)cc1` (centres undefined) gave mcGAS RapidFire -1&4.
Cc1nc(CC(=O)OC(C)C(=O)Nc2ccc(C(F)(F)F)cc2)cs1 (centres undefined) was read as mcGAS RapidFire -28.
Screening O=S(=O)(Oc1ccc(F)c(Cl)c1)c1ccccc1 returned mcGAS RapidFire -21.
For CN1CCN(c2nc(N3CCc4ccccc43)ncc2F)CC1 the results were mcGAS RapidFire 4.
For O=S(=O)(Nc1cccc(F)c1)c1cccc2nsnc12 the results were mcGAS RapidFire -12.
CC1CCc2c(F)cccc2C1NC(=O)NCc1ccon1 (centres undefined) was read as mcGAS RapidFire -8&-6.
`CS(=O)(=O)N1CCC(C(=O)N(Cc2cccnc2)c2nc3c(F)cccc3s2)CC1` gave mcGAS RapidFire 5.
`O=C(O)Cc1ccc(Oc2nc(Cc3ccc(F)cc3)ns2)cc1` gave mcGAS RapidFire -5.
